Bioassay records: PubChem BioAssay, Sanford-Burnham Center for Chemical Genomics
CXCR6 block: CXCR6 receptor inhibitors, primary screen, cell-based, beta-arrestin, luminescence, CHO-K1 PathHunter, 1536-well. inhibition, % at 20 µM. 360,000 compounds, 0.36% hits; in the data active means inhibition above about 34%, passing the limit was not always enough;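 further: antagonist mode with CXCL16 agonist at 10 nM final; 0% = 10 nM CXCL16 with DMSO and 100% = unstimulated wells without agonist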
GRIN3A LBD mod: binders of NR3A ligand-binding domain, primary screen, biophysical, differential scanning fluorimetry, uHTS; NR3A LBD differential scanning fluorimetry, Tm shift; 0% = protein alone, 100% = glycine-bound protein; Glutamate receptor ionotropic, NMDA 3A (GRIN3A) ligand-binding domain; AID 1259313, 2017; 340,000 compounds, 2.5% hits; Tm shift relative to glycine control, % at 25 µM;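 active means melting temperature shift of at least 10% of the positive control shift, at one fixed dose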
APOBEC3G inh: APOBEC3G DNA deaminase inhibitors, primary screen, biochemical, fluorescence, single-stranded DNA substrate, uHTS; 330,000 compounds, 0.28% hits; AID 493012, 2011; recombinant A3G, ssDNA deamination FAM/TAMRA fluorescence; DNA dC->dU-editing enzyme APOBEC-3G (Homo sapiens), Q9HC16; inhibition, % at 20 µM;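 active means inhibition of at least 40% at 20 µM, with no more than 30% in the related APOBEC3A deaminase screen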;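 further: plate controls were DMSO wells with A3G for no effect and wells lacking A3G enzyme for full effect; some compounds called inactive have numbers as strong as hits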
Target sequence (Q9HC16 whole entry, looked up): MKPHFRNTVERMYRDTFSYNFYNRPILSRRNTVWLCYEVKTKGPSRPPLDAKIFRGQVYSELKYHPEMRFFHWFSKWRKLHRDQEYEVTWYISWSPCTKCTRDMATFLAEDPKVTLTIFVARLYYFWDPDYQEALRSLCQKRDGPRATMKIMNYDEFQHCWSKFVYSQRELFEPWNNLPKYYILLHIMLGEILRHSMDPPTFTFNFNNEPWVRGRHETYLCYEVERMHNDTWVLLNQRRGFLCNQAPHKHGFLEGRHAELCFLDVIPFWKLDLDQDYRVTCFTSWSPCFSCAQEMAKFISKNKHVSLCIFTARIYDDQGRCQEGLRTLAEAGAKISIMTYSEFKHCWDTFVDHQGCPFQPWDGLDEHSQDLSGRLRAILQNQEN
EBI2 antag: EBI2 receptor antagonists, beta-arrestin recruitment, primary screen, cell-based, luminescence, 7a,25-OHC stimulation, uHTS; 7a,25-OHC stimulated; 360,000 compounds, 0.81% hits; G-protein coupled receptor 183 (Homo sapiens), P32249; inhibition, % at 5 µM; AID 651636, 2012; in the data active means inhibition above about 38%;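 further: enzyme fragment complementation signal reports receptor beta-arrestin coupling in cells; 0% = agonist plus DMSO wells and 100% = wells without agonist; some results beyond the cut were filed as inactive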
Target sequence (P32249 whole entry, looked up, the tested form may be a part): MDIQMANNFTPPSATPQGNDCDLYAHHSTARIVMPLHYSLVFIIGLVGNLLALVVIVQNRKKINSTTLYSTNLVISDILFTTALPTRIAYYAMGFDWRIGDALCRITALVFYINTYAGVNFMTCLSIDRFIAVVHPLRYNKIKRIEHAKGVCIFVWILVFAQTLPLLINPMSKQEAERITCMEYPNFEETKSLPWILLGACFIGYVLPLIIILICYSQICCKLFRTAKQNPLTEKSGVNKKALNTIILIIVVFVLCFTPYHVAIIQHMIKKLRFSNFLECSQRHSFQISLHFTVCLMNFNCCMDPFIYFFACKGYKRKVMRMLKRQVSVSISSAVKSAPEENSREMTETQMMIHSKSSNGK
MPTP block: mitochondrial permeability transition pore inhibitors, primary screen, biochemical, isolated mouse mitochondria, absorbance | Ca2+ swelling absorbance, 30 min | inhibition, % at 10 µM | 360,000 compounds, 1.4% hits | AID 602449, 2012;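 active means inhibition of 50% or more, scaled per plate between neutral and stimulator controls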;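 further: 0% = DMSO wells given calcium and 100% = 1 mM EGTA wells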
A3A deaminase: APOBEC3A ssDNA deaminase inhibitors, primary screen, selectivity assay for APOBEC3G inhibitor project, biochemical, FAM/TAMRA oligo cleavage fluorescence | recombinant A3A, FAM/TAMRA ssDNA deamination fluorescence | DNA dC->dU-editing enzyme APOBEC-3A (Homo sapiens), P31941 | AID 493011, 2011 | inhibition, % at 20 µM | 330,000 compounds, 0.41% hits;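 active means at least 40% inhibition at 20 µM here, with at most 30% in a related deaminase screen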;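 further: plate controls were A3A with DMSO for no effect and wells lacking A3A enzyme for full effect; some results filed as inactive read as strong as hits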
Target sequence (P31941 whole entry, looked up): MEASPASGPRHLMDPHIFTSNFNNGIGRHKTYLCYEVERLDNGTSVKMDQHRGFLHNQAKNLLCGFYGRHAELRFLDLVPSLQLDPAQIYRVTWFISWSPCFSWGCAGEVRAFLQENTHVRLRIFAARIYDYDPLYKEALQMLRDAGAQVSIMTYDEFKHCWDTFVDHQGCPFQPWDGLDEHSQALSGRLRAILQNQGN
Gli-Sufu antag: Gli-Sufu pathway antagonists, primary screen, luciferase luminescence, Sufu-KO-LIGHT cells, uHTS. Sufu-KO-LIGHT fibroblasts, Gli luciferase reporter luminescence. inhibition, % at 5 µM. 340,000 compounds, 0.74% hits;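 active means inhibition above about 55%, limit read from the data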;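 further: 0% = DMSO-treated cells and 100% = wells with medium but no cells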
CCR6 antagonist: CCR6 receptor antagonists, primary screen, cell-based, CHO-K1, luminescence, beta-arrestin, uHTS; CHO-K1 CCR6 PathHunter beta-arrestin, CCL20-stimulated; AID 493098, 2011; 340,000 compounds, 0.49% hits; C-C chemokine receptor type 6 (Homo sapiens), P51684; inhibition, % at 20 µM;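 active means compounds whose inhibition of the agonist-driven luminescence signal at 20 µM reaches about 50%, limit read from the data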;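 further: cells stimulated with CCL20 at 14 nM final; plate controls were DMSO with CCL20 for no effect and DMSO without agonist for full effect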
Numbers without * were called inactive; · = not tested or not shown.

Values run as follows: EBI2 antag, GRIN3A LBD mod, CXCR6 block, Gli-Sufu antag, CCR6 antagonist, A3A deaminase, APOBEC3G inh, MPTP block
COC(=O)c1c(C)[nH]c(O)c1C=Nc1ccc(C#N)cc1
  -13, -1, -6, -7, 8, -1, -1, 1.9
COCCNC(=O)c1ccc(CS(=O)(=O)c2c(Cl)cccc2Cl)o1
  14, -2, -3, 6, 3, 0, -7, 0.2
Cc1cc(S(=O)(=O)Nc2cccc(Cl)c2)c(C)s1
  -7, -7, -3, 2, 1, -1, -4, 2.8
CCOC(=O)C1=C(O)/C(=C/c2ccc(OCC(=O)O)c(OC)c2)SC1=Nc1ccc(OCC)cc1
  7, -3, 5, -14, 20, 2, 5, 1.3
Cc1cc2c3c(c1)C1(SCC(=O)N1c1ccc(F)cc1)C(=O)N3C(C)(C)CC2C (stereo not given)
  11, -1, 13, 9, 19, 3, 1, -1.3
C=CCn1c(SCC(=O)NC2CCCc3ccccc32)nnc1-c1ccncc1 (stereo not given)
  -6, 0, 4, 6, 11, 5, 0, -0.4
NS(=O)(=O)c1ccc(N/N=C/c2ccccc2Br)cc1
  7, 14*, -1, -12, 3, 0, -6, 2.3
O=C(CC1C(=O)NCCN1Cc1ccc(-c2ccccc2)cc1)NCCCn1cccn1 (stereo not given)
  3, -2, -6, 2, -8, -2, -4, 0.3
COCCn1c(-c2ccc(Cl)cc2Cl)nc2c(c(=O)c3ccccc3n2C)c1=O
  0, 7, 6, 17, 1, 2, -3, 1.5
O=C1CN(C(=O)c2cc3ccccc3oc2=O)C(c2ccc(F)cc2)c2cc(F)ccc2N1 (stereo not given)
  2, 0, 2, 3, 2, -5, -6, -2.1
COc1ccc(CC(=O)Nc2ccc(N3CCCCC3)cc2)cc1
  -4, 0, 9, -25, 7, 0, 0, 0.9
CCCNC(=S)N(Cc1cc2cc(C)ccc2n2nnnc12)CC(C)(C)CN(C)C
  15, 0, -6, -9, 20, -3, 0, 1.8
C[N+](C)(CCOc1ccccc1)Cc1ccccc1
  -18, 9, -30, 10, -8, ·, ·, 0.2
C/C(=N\O)c1ccc(Cl)c(Cl)c1
  ·, 1, ·, -3, -6, 1, 0, ·
CCCOc1cccc(/C=N/NC(=O)c2csc(C)c2C)c1
  20, -24, 6, -11, 9, 2, 2, 0.2
O=C(COC(=O)c1ccc(F)c(S(=O)(=O)N2CCOCC2)c1)Nc1ccc2[nH]c(=O)[nH]c2c1
  -10, -3, 8, 3, -3, 42*, 15, -1.1
CCOc1cccc(CN2CCCC(C(=O)c3cc(Cl)ccc3OC)C2)c1O (stereo not given)
  11, 1, 0, 32, 12, -7, -14, -0.2
COc1ccccc1N1CCN(C(=O)NCc2ccc(Cl)cc2)CC1
  19, 0, -6, -1, 23, -5, -8, -0.4
CC(C)CCNC(=O)CCS(=O)(=O)c1cccc2nonc12
  0, -5, 7, ·, 7, -2, -4, -2.9
CC(=O)Oc1ccc(/C=N/NS(=O)(=O)c2ccccc2)cc1
  -12, 0, -3, 27, 6, 0, -2, 0.4
CCN(CC)S(=O)(=O)c1ccc2oc(C(=O)NC3CC3)c(C)c2c1
  -2, -1, -2, -3, -5, -3, -4, -0.6
COc1ccc(CCNC(=O)CC2COc3ccccc3O2)cc1OC (stereo not given)
  -17, 1, -9, 0, -17, 1, 0, -2.8
CC1(C(=O)N(CC(=O)NC2CCCC2)Cc2ccccc2)CC(=O)N=C2C=CC=CN21 (stereo not given)
  -12, -3, 2, 16, 5, 1, -6, 0.5
CCN(CC)S(=O)(=O)c1cccc(S(=O)(=O)N2CCCCC2)c1
  7, 2, 0, -1, -5, -4, -7, -0.1
CCC(=O)Nc1ccc(NC(=O)CSc2nnnn2CC)cc1C
  1, -2, 7, 10, -8, -2, -3, -2.3
Cn1c(=O)oc2cc(S(=O)(=O)N3CCC(C(=O)Nc4ccc(OC(F)(F)F)cc4)CC3)ccc21
  0, 3, -7, 17, -21, 8, 0, -1.1
Cc1oc(-c2cc(F)ccc2F)nc1CN1CCN(c2cnccn2)CC1
  3, -2, -1, 4, 7, 5, -10, -1.9
Cc1c(C(=O)O)sc(=S)n1CCOc1ccccc1
  6, 1, -4, 7, 0, -10, -3, 0.1
S=c1[nH]cc(-c2ccc(Cl)cc2)n1-c1ccccc1
  -6, 0, 2, -5, -8, 0, -4, 0.8
COC(=O)c1ccccc1S(=O)(=O)N1CCC(C(=O)OC(C)C(=O)Nc2ccccc2OC)CC1 (stereo not given)
  0, 1, -5, -10, 13, 0, -7, -1.6
CC(=O)N1CCN(C(=O)c2cc(S(=O)(=O)N3CCN(c4ccccc4)CC3)ccc2Cl)CC1
  2, 2, -4, 7, -4, -6, -7, -1.4
O=C1C2CCCCN2C(=O)N1CCCN1CCN(c2cccc(C(F)(F)F)c2)CC1 (stereo not given)
  16, 1, -7, -14, -5, ·, ·, -0.4
CCOC(=O)c1cn(-c2nc(-c3ccc(Cl)c(Cl)c3)cs2)c2c(F)c(N3CCOCC3)c(F)cc2c1=O
  3, 4, -8, 34, 9, -3, -6, 2.2
O=C(CCNC(=O)c1ccc([N+](=O)[O-])cc1)NC1CCCCCC1
  -7, 0, 2, -8, -4, -3, -5, -0.2
Cc1ccc(OC(=O)c2cc3ccccc3o2)cc1
  -5, 3, -3, 0, -8, 5, 26, -2.8
CCC(C(=O)N1CCN(Cc2ccc3c(c2)OCO3)CC1)n1c(=O)[nH]c2ccccc2c1=O (stereo not given)
  7, -2, -6, 45, 8, 0, 3, -0.6
COc1ccc(C(=O)Nc2nnc(Cc3ccccc3)s2)c(OC)c1
  13, 6, -2, 0, -1, -4, -2, 0.4
CC(=O)c1cccc(NC(=O)c2ccccc2N(C)S(=O)(=O)c2ccc(C)cc2)c1
  4, 1, 1, -29, 14, -1, 4, -0.6
COc1ccc(CCNC(=O)CSc2nnc(-c3ccccc3)c3ccccc23)cc1OC
  5, -2, 8, 5, 17, 2, -7, -0.4
COc1ccccc1NC(=O)C(C)OC(=O)CCNS(=O)(=O)c1cccc(C(F)(F)F)c1 (stereo not given)
  -3, -2, -6, -1, 2, -4, -7, -0.4
Cc1ccc(NC(=O)COC(=O)c2ccccc2Nc2ccccc2)cc1
  -2, -2, -3, -4, 12, -1, -5, 5.8
Cc1cc(NC(=O)COC(=O)CNS(=O)(=O)c2ccc(C)c(C)c2)no1
  -7, -4, -3, -7, 10, 1, -3, -0.3
CC(C)(C)c1ccc(OC(=O)CN2C(=O)C3C4CCC(C4)C3C2=O)cc1 (stereo not given)
  -9, -1, -3, -6, 17, 1, -4, -1.0
O=C(NCCc1ccccn1)c1cccnc1Oc1ccc(Cl)cc1
  8, 4, 7, 2, 12, 0, 0, 0.1
CN(CCO)C(=O)c1c(NC(=O)c2ccccc2)sc2c1CCCC2
  3, -1, -1, 15, 2, -6, -3, 5.0
CCOC(=O)C1(C)NC(c2cccs2)C2C(=O)N(c3ccc(C)cc3)C(=O)C21 (stereo not given)
  -7, -2, -9, 2, 0, -1, -9, 0.3
CC(C)n1cc(/C=C2\NC(=O)N(c3cccc(Cl)c3)C2=O)c2ccccc21
  0, -5, -1, 5, 11, 7, 1, 1.6
COc1ccc(OC)c(NC(=O)CCCNC(=O)Cn2cnc3sc(C)c(C)c3c2=O)c1
  13, -2, 2, -12, -7, 1, -3, -2.0
OCCc1ccc(O)cc1
  -12, -1, -1, -1, 4, 2, -4, -0.3
O=C(O)C1CC(O)CN1C(=S)Nc1ccccc1 (stereo not given)
  -4, -1, -4, -2, 5, -6, 12, -1.4
CC(=O)c1ccc(OC(C)c2nc3ccccc3s2)cc1 (stereo not given)
  13, 4, 1, -26, 17, -2, -14, 2.6
O=C(COC(=O)CCC(=O)c1ccccc1)Nc1nnc(-c2ccccc2)o1
  -1, 0, 5, -8, 3, -3, -6, 0.7
CC(=O)N(CCc1ccccc1C)Cc1cc2ccc(C)cc2[nH]c1=O
  -10, -1, -5, -3, 9, -2, -9, 0.6
O=C(CCc1nnc(COc2ccccc2)o1)NCc1ccccc1C(F)(F)F
  14, -2, -3, -3, 11, 3, 2, 0.3
Cc1ccccc1C(c1ccccc1Cl)N(C)C (stereo not given)
  11, 0, 0, 6, 10, ·, ·, 1.1
CN(Cc1nc(-c2ccccc2)no1)C1CCOCC1
  9, 0, -1, -37, 1, 0, -5, 1.8
COc1ccccc1CNC(=O)C1CCCN(S(=O)(=O)c2cccc3nsnc23)C1 (stereo not given)
  -11, -4, 2, -17, 14, -3, -6, 0.0
Cc1cccc[n+]1CC(=O)/C=C1\N(C)c2ccccc2C1(C)C
  -17, 0, -3, 63*, -22, 7, 0, 0.9
CC(=O)Nc1ccc(S(=O)(=O)NNC(=O)C2CCCCC2)cc1
  -7, 1, 2, 1, -6, 0, 2, -1.3
CC(C)(C#CC(O)(c1ccccc1)c1ccccc1)N1CCCC1
  1, 4, 23, 8, 4, 5, -8, 0.4

Carrying on.
Values run as follows: EBI2 antag, GRIN3A LBD mod, CXCR6 block, Gli-Sufu antag, CCR6 antagonist, A3A deaminase, APOBEC3G inh, MPTP block
CN(CCC#N)S(=O)(=O)c1ccc2c(c1)c(=O)n(C)c(=O)n2C
  -9, 0, 6, 4, 4, -2, -2, -4.2
CC(=NC1CC1)c1c(-c2ccccc2)[nH]n(-c2nc3ccccc3s2)c1=O
  0, 1, 5, -9, 19, -4, -6, -0.4
Cn1cccc1C(=O)OCC(=O)N1CCc2ccccc21
  -6, 0, -4, -60, 9, -4, 12, -0.6
CC(C)(C)c1ccc(-c2ncccc2O)cc1
  5, 1, 3, -25, 7, -3, -4, -3.2
C=CCNCC#CCOc1ccc(OC)cc1
  -7, 0, 1, -2, 10, 0, -3, 0.3
COc1ccccc1-c1sc2cc3c(cc2c1C#CCO)OCO3
  -18, -6, 3, -5, 2, -5, -10, 1.6
Cc1cc(C(=O)CSc2nnc(-c3ccc(F)cc3)o2)c(C)n1CC1CCCO1 (stereo not given)
  -5, -1, -5, -55, 11, -20, -1, -5.1
CC(=O)Nc1ccc(S(=O)(=O)NCCCN2CCN(Cc3ccccc3)CC2)cc1Cl
  1, -3, 11, 46, 7, 0, 2, -0.2
COc1ccc(CN2Cc3cccc4c3[C@@H](CC2=O)[C@H](O)[C@H](O)C4)cc1
  -17, -1, -10, 10, 1, -1, -3, -1.5
CC(C(=O)Nc1nc(-c2ccc(F)cc2)cs1)N1C(=O)C2CC=CCC2C1=O (stereo not given)
  -7, -3, -5, 1, -8, 2, 4, 1.6
O=Cc1cccc2ccc3cccc(C(=O)O)c3c12
  -9, -1, -15, -1, -7, -4, -13, 7.2
COc1ccc(C(=O)CCS(=O)(=O)c2ccc(F)cc2)cc1OC
  -18, ·, -3, ·, ·, -4, -4, -0.6
Brc1ccc(/C=N/Nc2nc3ccccc3o2)cc1
  15, 28*, 6, -73, 6, 0, -6, -0.4
CCOc1ccc(NC(=O)CN2C(=O)NC3(CCCC3)C2=O)cc1S(=O)(=O)N1CCCCC1
  3, 2, 5, -2, 6, -3, -7, 0.4
COc1cc(Cl)c(C)cc1NC(=O)CN1CCCCCC1
  -13, 1, -3, 41, 4, -2, -1, 1.1
CCCn1nnc(NC(=O)c2ccc(-c3ccccc3)cc2)n1
  1, -1, -7, -6, 10, -3, -6, -0.1
